Compound activity as filed in PubChem.
Y pestis TopoI – blocks Yersinia pestis topoisomerase I activity; 0.064% of 360,000 active; Y. pestis Topo-I cleavage product accumulation, plate reader; activity, % at 10 µM; AID 504884; in the data active = activity above about 50%, passing the limit was not always enough; inconclusive = no clear call, values can overlap the other calls; note: inactives centre near 2
FadD28 binding – inhibitors of Mycobacterium tuberculosis FadD28 bisubstrate binding | FadD28 bisubstrate probe binding, fluorescence polarization | inhibition, % at 12.5 µM | 0.22% of 360,000 active | AID 588549; in the data active = inhibition above about 8.5%, passing the limit was not always enough; inconclusive = no clear call, values can overlap the other calls
PrPC surface inh – inhibitors of human cell surface prion protein PrPC; TR-FRET read-out; inhibition, % at 13.8 µM; 0.43% of 370,000 active; P04156; in the data active = inhibition above about 24%; note: 0% = median of the test wells and 100% = reference compound wells
BoNT A protease – inhibitors of Botulinum neurotoxin A light chain protease; multiplex microsphere protease substrate cleavage, flow cytometry; inhibition, % at 10 µM; 0.17% of 360,000 active; AID 588499; note: plate controls were buffer without enzyme for full effect and enzyme alone for no effect
Anthrax LF prot – blocks Bacillus anthracis lethal factor protease | P15917 | multiplex microsphere protease cleavage assay, LF | inhibition, % at 10 µM | 0.12% of 360,000 active; note: plate controls were buffer without enzyme for full effect and enzyme alone for no effect
Target sequence (P15917 whole entry, looked up): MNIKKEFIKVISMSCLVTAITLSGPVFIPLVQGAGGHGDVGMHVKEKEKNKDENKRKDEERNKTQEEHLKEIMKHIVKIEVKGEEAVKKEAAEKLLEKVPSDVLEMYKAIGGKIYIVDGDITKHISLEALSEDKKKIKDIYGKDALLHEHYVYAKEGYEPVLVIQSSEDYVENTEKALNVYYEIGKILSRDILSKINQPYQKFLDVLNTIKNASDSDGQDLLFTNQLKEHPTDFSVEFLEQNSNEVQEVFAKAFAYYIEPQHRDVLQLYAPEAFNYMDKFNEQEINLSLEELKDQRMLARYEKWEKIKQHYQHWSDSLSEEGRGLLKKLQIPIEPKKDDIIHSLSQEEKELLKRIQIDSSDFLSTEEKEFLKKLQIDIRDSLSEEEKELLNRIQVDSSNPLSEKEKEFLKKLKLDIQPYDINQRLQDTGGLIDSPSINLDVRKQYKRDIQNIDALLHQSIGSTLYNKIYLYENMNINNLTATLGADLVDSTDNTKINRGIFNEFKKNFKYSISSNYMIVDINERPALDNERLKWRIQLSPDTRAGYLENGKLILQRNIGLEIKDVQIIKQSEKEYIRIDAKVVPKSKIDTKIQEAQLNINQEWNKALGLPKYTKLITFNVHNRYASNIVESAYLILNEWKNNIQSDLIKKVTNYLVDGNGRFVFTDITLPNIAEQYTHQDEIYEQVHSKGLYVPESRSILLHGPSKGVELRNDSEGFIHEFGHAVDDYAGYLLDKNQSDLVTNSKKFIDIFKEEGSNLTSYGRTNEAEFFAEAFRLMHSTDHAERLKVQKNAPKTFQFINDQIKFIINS
CCHF vOTU inh – blocks the CCHF virus ovarian tumor domain protease | AID 651958 | CCHFV vOTU protease, Pep-AMC fluorescence | 0.55% of 370,000 active | inhibition, % at 11.5 µM; in the data active = inhibition above about 30%; note: 0% = vehicle wells with enzyme and 100% = no enzyme wells
BoNT F protease – blocks Botulinum neurotoxin F light chain protease; Multiplex microsphere protease cleavage assay, flow cytometry; inhibition, % at 10 µM; 0.22% of 360,000 active; AID 588497; in the data active = inhibition above about 35%, passing the limit was not always enough; inconclusive = no clear call, values can overlap the other calls; note: plate controls were buffer without enzyme for full effect and enzyme alone for no effect
TcdB inh – TcdB glycohydrolase inhibition; TcdB glycohydrolase enzymatic assay, plate reader; inhibition, % at 9.99 µM; 0.24% of 350,000 active; AID 652162; in the data active = inhibition above about 10%
PfHsp40 yeast – compounds rescuing yeast from Plasmodium falciparum HSP40 toxicity. S. cerevisiae expressing PfHsp40, growth rescue, ATP luminescence. growth rescue, % at 12.5 µM. AID 504582. 0.68% of 340,000 active; in the data active = growth rescue above about 28%, passing the limit was not always enough; inconclusive = no clear call, values can overlap the other calls;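 note: yeast W303a lacking pdr1 and pdr3 grown in galactose medium; growth measured after three days at 30 °C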
* hit, by the source's call; ? = inconclusive; . = no result given. Cut-off read from the data, not from the text of the source, unless noted: active = inhibition above about 30%; inconclusive = no clear call, values can overlap the other calls; inactive = below that. Rows were taken by chance; any-hit rate near 2.3%.

Compound	Y pestis TopoI	FadD28 binding	PrPC surface inh	BoNT A protease	Anthrax LF prot	CCHF vOTU inh	BoNT F protease	TcdB inh	PfHsp40 yeast
CN1CCc2c(sc3c2C(=O)NC(c2ccc(-c4cccc(Cl)c4)o2)N3)C1 (configuration not stated)	8	-5.1	.	-0.3	1	.	-6	.	1.2
O=C(NC(=S)Nc1ccc2c(c1)OCCO2)c1ccccc1F	-3	-3.4	-1	-0.5	-6	-14	-9	1.4	1.6
O=C(C#Cc1ccccc1)NCc1ccccc1F	-1	-2.1	3	-1.1	17	-2	?	0.8	0.2
CS(=O)(=O)c1ccc(C(=O)OCC(=O)NNC(=O)COc2ccc(Cl)cc2)cc1	-2	-0.1	-8	-2.2	-3	-2	-11	0.7	-0.7
COc1ccc(N2C(=S)NC3c4cc(Cl)ccc4OC2(C)C3C(=O)N(C)C)cc1 (configuration not stated)	8	0.2	-2	0.7	-2	-1	-3	0.5	-0.1
COc1ccccc1N1CCN(CC(=O)NC(=O)NCc2ccccc2)CC1	1	-3.1	5	-0.1	-8	-13	-3	1.1	.
O=C(CCC(=O)N1CCOc2ccccc21)Nc1ccccc1Cl	3	0.2	8	-0.6	-1	-3	-2	0.8	0.6
O=C(NC1CCCCC1)N1CCN(S(=O)(=O)c2ccc(F)cc2)CC1	13	-0.3	6	0.4	-1	-1	-2	1.2	-0.2
COc1ccc(NC(=O)CN2C(=O)N(C)Cc3ccccc32)c(C)c1	-1	-2.1	3	-0.6	-2	-7	0	0.8	0.0
CC(O)(c1cccnc1)c1nc(-c2ccc3c(c2)OCO3)cs1 (configuration not stated)	6	-1.8	6	0.2	-7	5	0	1.3	.
Cc1cccc(NC(=O)NNC(=O)c2cc(-c3ccccc3Cl)nc3ccccc23)c1	9	-7.6	.	-0.2	-4	.	-4	.	1.7
Cc1cc(NC(=O)CCCN2C(=O)/C(=C/c3cccs3)SC2=S)no1	-2	0.0	-7	1.4	0	1	2	.	-0.4
Cc1csc(NC(=O)COc2ccc3c(C)cc(=O)oc3c2)n1	-1	-1.5	6	-0.8	-3	-4	-3	1.8	0.3
Clc1ccc(SCCCN2CCCCC2)cc1	-5	0.4	-1	-0.3	-1	-10	0	1.6	-0.3
CN1CCN(C(=S)c2cn(CCOc3ccccc3F)c3ccccc23)CC1	23	-2.6	-7	-1.1	1	4	0	-0.8	-0.9
COc1c2ccccc2nn1C(C)C	.	.	6	-0.5	-6	-6	0	0.8	.
CCOc1ccc(CNC(=O)Nc2ccccc2)cc1	-1	-3.0	7	-2.2	8	-11	?	1.6	-0.4
CCC[C@H]1CN(c2ccccc2)C(=O)[C@@H]1CC(=O)Nc1ccccc1	14	-5.2	0	-0.2	-2	14	3	1.2	.
Cc1cc(NC(=O)CSc2nnc(CNC(=O)c3ccc(C(C)(C)C)cc3)o2)no1	12	-2.7	2	-1.2	6	13	-4	1.1	0.6
CC1CCN(C(=O)c2ccc(NC(=O)c3cccs3)cc2)CC1	5	-2.3	-3	2.6	1	-2	12	0.9	1.2
COc1cc2c(cc1OC)C(c1cc3cc4c(cc3[nH]c1=O)OCO4)N(C(=O)C(C)C)CC2 (configuration not stated)	8	-1.0	5	-0.3	1	11	0	0.9	-0.4
CC(C)[C@H](NC(=O)c1ccco1)C(=O)Nc1ccc(OC(F)F)cc1	7	-0.2	3	-9.4	3	-8	?	-0.2	-0.5
CN[C@@H](CO)C(=O)NC[C@H]1O[C@@H](n2cnc3c(N)ncnc32)[C@H](O)[C@@H]1O	.	1.6	-4	0.1	6	2	-2	-0.3	.
COc1ccc(C(=O)Nc2ccc(NC(=O)c3cnccn3)cn2)cc1	1	-0.1	2	-0.8	-1	-2	-2	0.8	-0.8
CCCCCCN1C=CC=C/C1=C/C=C(C#N)C#N	-3	2.0	-23	0.6	-1	9	-6	1.9	-0.1
CC(=O)NC1C(OCCOc2ccc(Cl)cc2C)OC(CO)C(O)C1O (configuration not stated)	1	0.4	1	-2.9	1	-13	16	-0.4	-0.6
CCCn1c(SCC(=O)Nc2nnc(CC)s2)nnc1-c1ccco1	6	-4.7	5	0.7	7	6	?	.	1.6
O=C(/C=C/c1cccs1)c1ccc(NC(=O)c2cccc(Br)c2)cc1	5	1.0	4	1.4	3	4	34	.	5.8
CCC(C)(C)NC(=O)CN(C(=O)CCC(=O)Nc1nccs1)c1ccc2c(c1)OCCO2	0	-2.3	-3	2.2	1	15	-2	1.5	-1.2
CCCc1ccc(-c2cc(C(=O)NC3=NCCS3)c3ccccc3n2)cc1	-3	-2.4	-5	0.2	1	-6	-14	-0.6	0.0
O=C(CSc1nnc2ccccn12)NC(=O)Cc1ccccc1	-3	0.0	-10	0.1	-2	2	2	0.2	-1.9
Cc1ccccc1-c1n[nH]nc1C1=CC(=O)CC(C)(C)C1	-7	-0.8	0	-0.2	0	23	-6	5.7	.
COc1ccc(NC(=O)CN(C)C2CCCCC2)cc1Cl	12	-5.0	-6	-0.3	-11	8	-7	1.6	-1.4
COc1cccc2c(=O)n(CC(=O)Nc3cccc(F)c3)ccc12	10	-4.3	-5	-0.4	0	12	4	1.5	-1.0
CCOC(=O)c1[nH]c2ccccc2c1NC(=S)Nc1cc(C)ccc1C	5	-0.6	9	-0.1	-2	-4	-6	-0.3	1.7
O=C(O)C1CCCN1c1ncnc2c1oc1ccccc12 (configuration not stated)	2	0.0	-2	-1.4	-3	-2	-5	.	-0.3
Cc1ccc(C)c(N2CCN(S(=O)(=O)c3ccc4c(c3)C(C)(C)C(=O)N4C)CC2)c1	24	-0.6	3	-2.0	-12	7	-10	-0.5	-0.4
CC(=O)c1ccc(N2CCN(C(=O)[C@H](C)NC(=O)c3ccccc3Cl)CC2)cc1	3	0.2	-3	-6.0	-6	-7	-22	-0.5	-0.8
Cc1onc(-c2ccccc2Cl)c1C(=O)NCc1nnnn1-c1ccc(F)c(F)c1	3	-2.4	4	0.0	-6	10	-7	0.5	.
CSc1ccccc1NC(=O)CN(C)C(=O)c1ccc(-n2cccn2)cc1	4	-0.4	0	-1.3	-3	-1	3	0.8	-1.0
CCS(=O)(=O)N1CCC(C(=O)Nc2cc([N+](=O)[O-])ccc2C)CC1	7	-0.2	-4	0.7	-1	-5	-6	-0.4	-0.1
NC(=O)c1cc2c(s1)-c1cc(Cl)ccc1SC2	-2	-1.5	-1	?	2	-10	?	1.9	-0.1
CCc1cc(-c2ccc3c(c2)COc2c4ccccc4nn2-3)on1	-3	-1.9	-2	0.4	7	8	0	.	1.6
CCOc1ccc(-c2nnc3ccc(SCC(=O)NCc4ccco4)nn23)cc1	5	-1.3	-11	-1.0	-3	-11	-6	.	-0.9
Cc1nnc(SCC(=O)c2ccc(Br)cc2)s1	6	-3.4	7	-0.1	-5	-2	-2	1.5	-0.7
Cc1ccc(Nc2nc(CSc3nnnn3C)cs2)cc1	5	-0.4	1	1.4	-12	-33	-3	.	-1.4
CCCn1c(SCc2nc(-c3cccs3)no2)nnc1-c1ccncc1	9	-2.2	3	-3.0	0	-12	-5	1.5	-1.1
Cc1nc(N(C)Cc2ccccc2)c2nnn(Cc3ccccc3)c2n1	33	-1.2	10	0.5	-5	10	-12	.	0.2

Among those listed so far, 8 contain an aryl methoxy group:
Compound	Y pestis TopoI	FadD28 binding	PrPC surface inh	BoNT A protease	Anthrax LF prot	CCHF vOTU inh	BoNT F protease	TcdB inh	PfHsp40 yeast
COc1ccc(N2C(=S)NC3c4cc(Cl)ccc4OC2(C)C3C(=O)N(C)C)cc1 (configuration not stated)	8	0.2	-2	0.7	-2	-1	-3	0.5	-0.1
COc1ccccc1N1CCN(CC(=O)NC(=O)NCc2ccccc2)CC1	1	-3.1	5	-0.1	-8	-13	-3	1.1	.
COc1ccc(NC(=O)CN2C(=O)N(C)Cc3ccccc32)c(C)c1	-1	-2.1	3	-0.6	-2	-7	0	0.8	0.0
COc1c2ccccc2nn1C(C)C	.	.	6	-0.5	-6	-6	0	0.8	.
COc1cc2c(cc1OC)C(c1cc3cc4c(cc3[nH]c1=O)OCO4)N(C(=O)C(C)C)CC2 (configuration not stated)	8	-1.0	5	-0.3	1	11	0	0.9	-0.4
COc1ccc(C(=O)Nc2ccc(NC(=O)c3cnccn3)cn2)cc1	1	-0.1	2	-0.8	-1	-2	-2	0.8	-0.8
COc1ccc(NC(=O)CN(C)C2CCCCC2)cc1Cl	12	-5.0	-6	-0.3	-11	8	-7	1.6	-1.4
COc1cccc2c(=O)n(CC(=O)Nc3cccc(F)c3)ccc12	10	-4.3	-5	-0.4	0	12	4	1.5	-1.0

Reformatted: two of the compounds above
Values run as follows: Y pestis TopoI | FadD28 binding | PrPC surface inh | BoNT A protease | Anthrax LF prot | CCHF vOTU inh | BoNT F protease | TcdB inh | PfHsp40 yeast
- NC(=O)c1cc2c(s1)-c1cc(Cl)ccc1SC2
  -2 | -1.5 | -1 | ? | 2 | -10 | ? | 1.9 | -0.1
- CCc1cc(-c2ccc3c(c2)COc2c4ccccc4nn2-3)on1
  -3 | -1.9 | -2 | 0.4 | 7 | 8 | 0 | . | 1.6
